TRHR enhancer = allosteric enhancers of human TRH receptor. P34981. TRHR cells, fluo-8 calcium fluorescence, EC20 TRH enhancement. enhancement, % at 2 µM. actives 0.66% (n = 360,000). AID 493056; in the data active = enhancement above about 30%; note: 0% is about no effect
Target sequence (P34981 whole entry, looked up): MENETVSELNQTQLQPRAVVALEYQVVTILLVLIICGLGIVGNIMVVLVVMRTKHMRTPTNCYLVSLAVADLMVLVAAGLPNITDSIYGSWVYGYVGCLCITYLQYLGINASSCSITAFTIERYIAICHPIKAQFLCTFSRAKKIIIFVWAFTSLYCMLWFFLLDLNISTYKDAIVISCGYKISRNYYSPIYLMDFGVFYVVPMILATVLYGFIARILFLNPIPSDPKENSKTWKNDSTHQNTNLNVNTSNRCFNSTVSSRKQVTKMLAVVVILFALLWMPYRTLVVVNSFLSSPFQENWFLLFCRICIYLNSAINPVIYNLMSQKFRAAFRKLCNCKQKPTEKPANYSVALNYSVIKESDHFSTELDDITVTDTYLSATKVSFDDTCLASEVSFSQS
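TRHR-expressing cells loaded with fluo-8 calcium dye were read kinetically (ex 480/em 530) during compound addition, then stimulated with an EC20 of TRH (10 nM final). Enhancement of the Gq-mediated intracellular calcium response was scored.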
Pin1 inh = human Pin1 inhibition; Pin1 FP peptide displacement, HiFluor488, 10 min; Potency, µM (titrated, usually from 115 µM), without a hit: at the top dose activity, negative = inhibition, hits mostly inhibitors; actives 0.009% (n = 390,000); AID 504891; active = well fitted inhibition curve with a large enough effect in the polarisation, with a control signal flat, not every such curve was filed as active; inconclusive = small, poorly fitted or top-dose-only effect, or effect the other way, or a change in a side signal; inactive = no such curve, though single readings can be large or run the other way; the % refers to the polarisation; note: potency is the fitted concentration of half-maximal effect; % is set by controls: 0 for no effect and ±100 for the full control effect
Target sequence (Q13526 whole entry, looked up): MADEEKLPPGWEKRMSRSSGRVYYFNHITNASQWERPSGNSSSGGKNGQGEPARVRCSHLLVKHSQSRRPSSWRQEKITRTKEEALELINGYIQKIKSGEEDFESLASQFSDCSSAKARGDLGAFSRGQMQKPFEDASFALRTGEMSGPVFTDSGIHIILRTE
USP1 inh = inhibitors of human USP1/UAF1 deubiquitinase; O94782; recombinant USP1/UAF1, Ub-Rhodamine cleavage fluorescence; Potency, µM (doses to about 57.1 µM), for the others: at the highest dose activity change, negative = inhibition, most hits filed as inhibitors; actives 0.23% (n = 390,000); AID 743255; note: potency is the fitted concentration of half-maximal effect; % is set by controls: 0 for no effect and ±100 for the full control effect; nearly all actives have a fitted effect of over 60% in size; inactives centre near -12
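USP1/UAF1 complex at 1 nM was preincubated with compound for 15 min at room temperature, then Ub-Rho substrate (150nM final) was added. Fluorescence (480/540 nm) was read kinetically, 6 reads every 60 seconds.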
D2 agonist = D2 dopamine receptor (human) agonism | HEK293 T-REx D2 cells, calcium flux agonist mode | activation, % at 2 µM | actives 0.53% (n = 340,000) | AID 485358;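 active = activation over 3 SD above normal in the single-dose calcium agonist read, cut at about 30% in these data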; note: 0% is about no effect
Target sequence (P14416 whole entry, looked up): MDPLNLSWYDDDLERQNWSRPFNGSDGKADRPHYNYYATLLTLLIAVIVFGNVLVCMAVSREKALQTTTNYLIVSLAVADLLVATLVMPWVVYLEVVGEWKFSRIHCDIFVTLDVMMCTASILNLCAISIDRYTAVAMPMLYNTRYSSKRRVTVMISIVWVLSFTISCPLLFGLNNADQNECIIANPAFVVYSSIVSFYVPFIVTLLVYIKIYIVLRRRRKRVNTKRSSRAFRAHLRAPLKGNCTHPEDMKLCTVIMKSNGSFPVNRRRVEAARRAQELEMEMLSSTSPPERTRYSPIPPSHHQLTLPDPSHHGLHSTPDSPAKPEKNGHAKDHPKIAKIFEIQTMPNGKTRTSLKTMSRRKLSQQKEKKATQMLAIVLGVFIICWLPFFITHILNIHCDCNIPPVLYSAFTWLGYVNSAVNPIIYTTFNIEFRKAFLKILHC
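Calcium-flux readout, 1 cycle/sec over 180 s following compound pin transfer, in inducible HEK293 Trex D2 cells (force-coupled); dopamine controls included. Positive calcium responses during this window marked compounds as potential agonists.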
mIDH1 inhibitor = blocks human mutant IDH1 R132H enzyme; IDH1-R132H enzyme, NADPH consumption, diaphorase/resazurin fluorescence; Potency, µM (titrated, usually from 76.6 µM), without a hit: top-dose activity change, negative = inhibition, most hits filed as inhibitors; actives 0.093% (n = 390,000); note: potency is the fitted concentration of half-maximal effect; % is set by controls: 0 for no effect and ±100 for the full control effect; nearly all actives have a fitted effect of over 65% in size
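IDH1-R132H (0.5 ug/mL dispensed) in pH 7.5 Tris buffer was preincubated 30 min with compound, then given a substrate mix of 0.016 mM NADPH and 2 mM alpha-KG for 80 min at room temperature; remaining NADPH was read by diaphorase/resazurin fluorescence.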
TRHR ag = agonists of human TRH receptor. P34981. TRHR cells, calcium flux fluo-8, FDSS agonist mode. activation, % at 2 µM. actives 0.18% (n = 360,000); in the data active = activation above about 30%; note: 0% is about no effect
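TRHR-expressing cells loaded with fluo-8 calcium dye; 23 nL library compound pin-transferred, kinetic FDSS fluorescence (Ex 480/Em 530) recorded about 180 s for agonist-induced calcium release, before a 10 nM TRH EC20 addition for potentiator mode.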
TrxR1 substrate = rat thioredoxin reductase 1 substrate activity; purified TrxR1 substrate turnover, NADPH consumption readout; Potency, µM (titrated, usually from 114 µM), inactives show at the highest dose activity change, negative = substrate turnover; actives 0.01% (n = 390,000); note: potency is the fitted concentration of half-maximal effect; % is set by controls: 0 for no effect and ±100 for the full control effect; nearly all actives have a fitted effect of over 50% in size
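Rat TrxR1, dispensed at 90 nM, was prereduced with 400 uM NADPH (final) for 5 min at ~22 deg C, then incubated with compound 15 min before 400 uM selenite. A first-read NADPH fluorescence drop versus no-compound background flagged substrates.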
D2 antag = D2 dopamine receptor (human) antagonism; P14416; HEK293 TREx D2 cells, calcium flux, dopamine EC80; inhibition, % at 10 µM; actives 2% (n = 340,000); in the data active = inhibition above about 30%; note: 0% is about no effect
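Inhibition of EC80 dopamine-driven calcium flux, recorded kinetically, defines activity here; cells are a tetracycline-induced HEK293 T-REx line expressing force-coupled D2.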
TrxR1 inh = blocks rat thioredoxin reductase 1; recombinant rTrxR1, NADPH fluorescence consumption, selenite substrate; Potency, µM (top dose mostly 114 µM), without a hit: at the highest dose activity change, negative = inhibition, most hits filed as inhibitors; actives 1% (n = 390,000); AID 588453; note: potency is the fitted concentration of half-maximal effect; % is set by controls: 0 for no effect and ±100 for the full control effect; nearly all actives have a fitted effect of over 65% in size
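Rat TrxR1 (90 nM in the dispensed reagent) was pre-reduced with 400 uM NADPH for 5 min at room temperature, then incubated with compound for 15 min. After 400 uM selenite was added, NADPH fluorescence (Ex 340/Em 450 nm) was followed for 8 min.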
* marks the source's active call; other numbers are inactive results; u = inconclusive; x = not tested or not shown; & = joins results of further samples; [ ] = remark or other dose. Unless noted, calls come from the whole dose curve; as a rule, active = well fitted inhibition curve with a large enough effect; inconclusive = small, poorly fitted or top-dose-only effect; inactive = no such curve, though single readings can be large or run the other way. This is a subset; count on the stated rates, not on these rows.

SMILES	TRHR enhancer	Pin1 inh	USP1 inh	D2 agonist	mIDH1 inhibitor	TRHR ag	TrxR1 substrate	D2 antag	TrxR1 inh
CC(=O)N1N=C(c2ccco2)CC1c1cccs1 (centres undefined)	-2	-6%	-2%	-0.1	-1%	-0.2	5%	-6	u
CC(=O)c1ccc(N2CCN(C(=S)Nc3ccc(Oc4ccccc4)cc3)CC2)cc1	1	28%	-7%	1.4	6%	-0.2	5%	9	24%
O=C(NC1CCCC1)C1CCCN(S(=O)(=O)c2ccc(F)cc2)C1 (centres undefined)	-5	-5%	2%	0.1	2%	0.5	-4%	12	-2%
O=S(=O)(Nc1cccc2cn[nH]c12)c1ccc(F)cc1	7	4%	-11%	0.6	12%	0.2	-11%[57.1 µM]	-7	0%[57.1 µM]
Clc1ccc(/C=C/c2nc3ccccc3[nH]2)c(Cl)c1	-7	-8%	-21%	0.6	0%	0.4	224%[activator]	0	150%[activator]
O=C(Nc1nnc(C2CCCCC2)s1)C1CC(=O)N(c2ccc(F)cc2)C1 (centres undefined)	-3	-7%	-19%	7.3	2%	0.3	0%	-6	19%
O=C(NC1CCCC1)C(c1ccsc1)N(C(=O)Cc1cccs1)c1ccccc1 (centres undefined)	8	-4%	2%	0.6	u	0.2	-2%	2	25%
COc1ccc(C2=C(C#N)C(=O)OC2)cc1	x	4%	-24%	x	-7%	x	2%	x	-20%
COc1ccccc1CNC(=O)CCC(=O)N1Cc2ccccc2Oc2ncccc21	-2	4%	-26%	x	10%	0.4	-5%[57.1 µM]	x	2%[57.1 µM]
COc1ccc(OC)c(NC(=O)NNC(=O)COc2ccc([N+](=O)[O-])cc2)c1	6	-3%	-3%	0.2	8%	0.1	-14%	-20	-6%
O=P(O)(O)c1ccccc1OCCOCCOc1ccccc1P(=O)(O)O	0	-18%	-2%	-1.3	4%	-1.9	6%[57.1 µM]	-5	-21%[11.4 µM]
Cn1c(=O)c2[nH]c(CCCc3nc4ccccc4[nH]3)nc2n(C)c1=O	x	3%	-6%	x	-4%	x	8%[57.1 µM]	x	21%[57.1 µM]
CCOc1ccc(NC(=S)Nc2ccc(OCC)cc2)cc1	-5	6%	7%	0.7	-9%	0.2	3%[57.1 µM]	6	-4%[57.1 µM]
CCn1c(CNC(=O)c2cc(OC)c(OC)c(OC)c2)cc2cc(C)ccc21	1	5%	-19%	0.0	3%	-0.8	6%[57.1 µM]	-1	7%[57.1 µM]
Cc1ccc(CN(C)CC(=O)Nc2ccc3c(c2)CCC3)cc1	-3	4%	-24%	-0.9	-2%	-0.5	-7%	7	-6%

Random excerpt: 3 entries already listed, in no set order.
SMILES	TRHR enhancer	Pin1 inh	USP1 inh	D2 agonist	mIDH1 inhibitor	TRHR ag	TrxR1 substrate	D2 antag	TrxR1 inh
CCn1c(CNC(=O)c2cc(OC)c(OC)c(OC)c2)cc2cc(C)ccc21	1	5%	-19%	0.0	3%	-0.8	6%[57.1 µM]	-1	7%[57.1 µM]
O=C(Nc1nnc(C2CCCCC2)s1)C1CC(=O)N(c2ccc(F)cc2)C1 (centres undefined)	-3	-7%	-19%	7.3	2%	0.3	0%	-6	19%
CC(=O)c1ccc(N2CCN(C(=S)Nc3ccc(Oc4ccccc4)cc3)CC2)cc1	1	28%	-7%	1.4	6%	-0.2	5%	9	24%

Other entries.
SMILES	TRHR enhancer	Pin1 inh	USP1 inh	D2 agonist	mIDH1 inhibitor	TRHR ag	TrxR1 substrate	D2 antag	TrxR1 inh
Oc1c(C=Nc2ccccc2)sc2ccccc12	3	u	-21%	1.1	-7%	-0.3	-15%	-7	-17%
COc1ccc(N2C(=O)CC(Sc3nnnn3-c3ccc(F)cc3)C2=O)cc1 (centres undefined)	5	7%	-15%	0.3	0%	-0.6	3%[57.1 µM]	1	u
COc1ccc(-c2cc(C(F)(F)F)nc(S(=O)(=O)CCCC(=O)Nc3ccccc3C(F)(F)F)n2)cc1OC	-2	14%	-14%	-0.9	0%	-0.2	71%[activator]	x	u
O=C(NCCn1c(C(F)(F)F)nc2cc(C(F)(F)F)ccc21)[C@H]1CCCN1c1nc(CN2CCCCC2)cs1	0	-3%	-16%	0.0	0%	3.6	13%[57.1 µM]	3	35%
COc1ccc(CCNC(=O)CCCn2c(=O)c3ccccc3n(Cc3ccccc3C)c2=O)cc1OC	11	-5%	-16%	-0.4	0%	-0.8	5%	x	18%
Cc1ccccc1C(=O)Nc1ccnc(-c2ccncc2)n1	-1	-2%	-22%	1.4	-3%	0.2	3%	5	23%
CN1CCc2c(sc3c2C(=O)NC(c2ccco2)N3)C1 (centres undefined)	13	u	u	0.1	-3%	-1.3	45%[activator][57.1 µM]	-4	-35%[57.1 µM]
N#CCCn1c(=S)[nH]c2ccccc21	-9	-6%	-3%	-0.5	-1%	0.3	-2%	28	4%
CC(NC(=O)c1ccccc1)C(=O)OCn1nnc2ccccc2c1=O (centres undefined)	0	1%	0%	-0.1	17%	-0.6	-3%	-2	-6%
CC1=C(C(=O)OCC2CCCCC2)C(c2cccc(Cl)c2Cl)CC(=O)N1 (centres undefined)	1	2%	-16%	-1.4	-9%	0.7	9%	x	23%
COc1ccc(-n2c(SCC(=O)Nc3ccc([N+](=O)[O-])cc3OC)nc3ccccc32)cc1	2	-7%	-18%	0.4	3%	0.1	9%[57.1 µM]	-2	-1%[57.1 µM]
CCc1ccccc1NC(=O)CC(NCc1ccccc1)C(=O)O (centres undefined)	6	1%	-5%	-0.3	-1%	0.3	-1%	4	17%
COCCCN(C(=S)Nc1cc(Cl)cc(Cl)c1)C(C)c1ccccn1 (centres undefined)	2	1%	-19%	-0.1	3%	-0.4	6%	-15	3%
COc1cc(NS(=O)(=O)c2ccc(NC(=S)NC(=O)/C=C/c3ccco3)cc2)ncn1	1	u	-18%	-2.0	-8%	-0.2	-17%	14	56µM*
Cc1ccc(NC(=O)c2ccc3c(c2)NC(=O)c2ccccc2S3)c(Cl)c1	-2	28%	-21%	0.1	-11%	-0.1	0%	x	4%

Already shown: entries from further up.
SMILES	TRHR enhancer	Pin1 inh	USP1 inh	D2 agonist	mIDH1 inhibitor	TRHR ag	TrxR1 substrate	D2 antag	TrxR1 inh
CC(=O)N1N=C(c2ccco2)CC1c1cccs1 (centres undefined)	-2	-6%	-2%	-0.1	-1%	-0.2	5%	-6	u
CC(=O)c1ccc(N2CCN(C(=S)Nc3ccc(Oc4ccccc4)cc3)CC2)cc1	1	28%	-7%	1.4	6%	-0.2	5%	9	24%
O=C(NC1CCCC1)C1CCCN(S(=O)(=O)c2ccc(F)cc2)C1 (centres undefined)	-5	-5%	2%	0.1	2%	0.5	-4%	12	-2%
O=S(=O)(Nc1cccc2cn[nH]c12)c1ccc(F)cc1	7	4%	-11%	0.6	12%	0.2	-11%[57.1 µM]	-7	0%[57.1 µM]
Clc1ccc(/C=C/c2nc3ccccc3[nH]2)c(Cl)c1	-7	-8%	-21%	0.6	0%	0.4	224%[activator]	0	150%[activator]

New compounds follow:
SMILES	TRHR enhancer	Pin1 inh	USP1 inh	D2 agonist	mIDH1 inhibitor	TRHR ag	TrxR1 substrate	D2 antag	TrxR1 inh
Cc1ccc2c(c1)C(=O)CC(O)(C(F)F)O2 (centres undefined)	2	1%	-20%	0.5	5%	-0.2	42%[activator]	-3	17%
O=C(Cc1ccc(Cl)cc1)NCC(c1cccs1)S(=O)(=O)c1ccc(F)cc1 (centres undefined)	0	-15%	-22%	0.3	20%	-0.4	2%[57.1 µM]	x	8%[57.1 µM]
COc1ccc(C(=O)NNS(=O)(=O)c2ccc(OC)cc2)cc1	3	-5%	-13%	0.6	2%	0.4	11%	3	9%
O=C1CCCN1CCC(=O)N1CCCC(N2CCN(c3ccccc3F)CC2)C1 (centres undefined)	23	14%	-20%	0.3	1%	0.3	-2%	14	-12%
COc1cccc(C(=O)Nc2ncc3c(n2)CC(c2ccc(OC)cc2OC)CC3=O)c1 (centres undefined)	-2	17%	-5%	-1.6	0%	-0.1	0%	-7	14%
CC1(C)OC(=O)C(=CNC(CO)C(=O)O)C(=O)O1 (centres undefined)	-1	1%	-13%	-0.1	8%	0.4	-9%[57.1 µM]	6	30%[57.1 µM]
CC(/C=N\NC(=O)Cn1c(C)nc2ccccc21)=C\c1ccccc1	14	18%	-13%	-0.4	3%	-0.2	14%	-2	24%
COc1ccc(CN2CCN(C(C)C(=O)N3CCc4ccccc43)CC2)cc1OC (centres undefined)	-1	-1%	-5%	1.2	5%	0.2	-3%[57.1 µM]	-5	0%[57.1 µM]
CCOC(=O)C1C(=O)NC(N2CCc3ccccc32)=NC1c1ccccc1 (centres undefined)	1	3%	9%	0.1	-3%	-0.8	1%[57.1 µM]	-2	-4%[57.1 µM]
COc1ccc(N=C2SCC(c3ccc([N+](=O)[O-])cc3)=NN2CCO)cc1	1	-2%	u	-0.5	5%	-0.5	-3%[57.1 µM]	-9	3%[57.1 µM]
Cc1ccc(-c2nn(-c3ccccc3)cc2C(=O)NC2CCC(O)CC2)cc1 (centres undefined)	2	5%	-11%	-2.3	-14%	-0.3	2%	11	1%
Cc1c(C#N)c2ccccc2n1CC(=O)NCc1cccnc1	3	-22%	-8%	0.4	5%	-0.3	-4%	17	-9%
CCOC(=O)Cc1nn(C)c(=O)c2ccccc12	2	-4%	-14%	1.8	2%	1.0	10%	14	19%
CCOc1ncccc1C(=O)OCC(=O)NC1CCCCC1	x	1%	-17%	x	-3%	x	4%	x	5%
O=C(NCCn1cc(SCc2ccc(F)cc2)c2ccccc21)c1c(F)cccc1F	-4&-3	-2%&4%	u	0.5&1.0	25%&7%	-0.1&-0.5	-4%	-8	6%
S=c1nc(-c2ccccc2)n(CCCn2ccnc2)c2c1CCCC2	1	0%	-24%	1.6	4%	-0.3	-9%	39*	-27%
